SDO1 yeast rescue: sdo1-depleted yeast growth rescue; S. cerevisiae sdo1-depleted JHY4D growth rescue, OD600 30 h; stronger effect = higher value; pdr5 snq2 efflux-pump mutant strain; z-score at 10 µM; 0.21% of 140,000 active; AID 817;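 active = z-score above 3 at both the 24 hr and the 30 hr optical density reads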;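 note: z-score against mean and SD of all compound wells on the same plate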
INS promoter inh: TRM-6 insulin promoter activity inhibition; TRM-6 cells (human fetal islet line), insulin promoter-eGFP reporter, imaging; reporter expression induced with tamoxifen; inhibition, % at 2 µM; 0.9% of 130,000 active; AID 1273;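 active = inhibition above the mean plus 3 SD, with well images judged a real hit on visual review, cut at about 60% in these data, passing the limit was not always enough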
SDO1 yeast rescue Rescue 24 h: recorded beside SDO1 yeast rescue, whose call it bears; z-score; S. cerevisiae sdo1-depleted JHY4D growth rescue, OD600; measured here: growth rescue at 24 h;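 0 is the plate mean of compound wells and units are plate SD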
Starred values were filed as active, the others as inactive; · = no result given; [ ] = another dose, or the depositor's remark.

SMILES | SDO1 yeast rescue | SDO1 yeast rescue Rescue 24 h | INS promoter inh
CCOc1[nH]n(-c2ccc(Cl)cc2)c(=O)c1C=Nc1ccc(O)cc1 | -1.42 | 0.28 | -33.3
O=C(/C=N/O)NCCN1CCCCC1 | 0.66 | -0.23 | -7.1
O=C(c1ccccc1-c1nc2ccccc2[nH]1)N1CCOCC1 | 0.04 | -0.89 | ·
Cc1nc(S/C(=C/c2ccc(-c3ccc(Cl)cc3)o2)C(=O)O)n[nH]1 | -0.31 | -0.5 | -5.4
Oc1ccc(NC(=S)Nc2ccccc2)cc1 | 0.75 | -0.63 | 23.3
CC(C)Sc1nc(SCC(=O)NCc2ccco2)c2c3c(sc2n1)COC(C)(C)C3 | -0.49 | -0.03 | ·
O=C1CC(c2ccc(OCCCCCOc3ccc(C4CC(=O)NC4=O)cc3)cc2)C(=O)N1 (stereo not given) | · | · | 7.1
COCCCn1cc(C(=O)c2cc(OC)ccc2OCC(=O)N2CCCCC2C)cc(C#N)c1=O (stereo not given) | · | · | -5.6
COc1ccccc1CNC(=O)CCn1c(=O)sc2ccccc21 | -0.4 | 0.56 | 5.9
CC1(C)CC(=O)c2cc(OCC(=O)NCCN3CCCc4ccccc43)ccc2O1 | 1.11 | 0.26 | 29.0
COc1ccc(S(=O)(=O)Nc2cccc(C)n2)c2ccccc12 | -0.55 | 0.17 | 23.1
COC(=O)N1CN(C(=O)OC)CN(C(=O)OC)C1 | 0.67 | -0.92 | -53.3
O=C(N=Nc1c(O)[nH]c2ccc(Cl)cc12)c1cc(-c2cccs2)nc2ccccc12 | 0.87 | 0.4 | 5.4
O=C(COc1ccc(Cl)cc1)N1CCN(S(=O)(=O)c2ccc(Cl)cc2)CC1 | -1.26 | -1.73 | ·
COc1ccc(C2C(C(=O)OCC(=O)Nc3ccc(C)cc3)CCC(=O)N2c2ccc(OC)cc2)cc1 (stereo not given) | 0.12 | 0.12 | 21.7
Cc1nc2ccccc2nc1CSc1nncs1 | -0.07[7.6 µM] | -0.42 | ·
FC(F)Sc1ccc(-n2cc(-c3ccccc3)[n+]3c2CCC3)cc1 | 0.99 | 1.35 | -78.6
O=C(c1cccc(NS(=O)(=O)c2ccc(F)c(F)c2)c1)N1CCN(Cc2ccccc2)CC1 | -0.15 | 0.19 | -48.1
Cc1ccc(C)c2[nH]c(=O)c(CN(CCN3CCOCC3)Cc3nnnn3CC3CCCO3)cc12 (stereo not given) | 1 | 0.71 | -18.2
N#C/C(=C\c1ccc(OC(=O)c2ccccn2)cc1)C(N)=O | 1.27 | 0.67 | ·
CCOC(=O)N1CCN(C(=O)CCn2c(=S)[nH]c3cc(OCC)c(OCC)cc3c2=O)CC1 | -0.02 | -0.97 | -114.3
NC(=O)CCC(NS(=O)(=O)c1ccc(Cl)cc1)C(=O)NCc1ccccc1Cl (stereo not given) | -0.28 | -1.21 | 23.8
Cn1c(=NC(=O)c2cnccn2)sc2ccccc21 | -0.92 | -0.68 | ·
COC(=O)CSc1nc(C)cc(C(F)(F)F)c1C#N | 0.7 | 0.75 | 27.9
Nc1c(C(=O)NCc2ccc3c(c2)OCO3)c2nc3ccccc3nc2n1CCCN1CCOCC1 | -2.29 | -1.46 | ·

Compounds above with a cyano group, in the order listed:
SMILES | SDO1 yeast rescue | SDO1 yeast rescue Rescue 24 h | INS promoter inh
COCCCn1cc(C(=O)c2cc(OC)ccc2OCC(=O)N2CCCCC2C)cc(C#N)c1=O (stereo not given) | · | · | -5.6
N#C/C(=C\c1ccc(OC(=O)c2ccccn2)cc1)C(N)=O | 1.27 | 0.67 | ·
COC(=O)CSc1nc(C)cc(C(F)(F)F)c1C#N | 0.7 | 0.75 | 27.9

Other records
SMILES | SDO1 yeast rescue | SDO1 yeast rescue Rescue 24 h | INS promoter inh
COc1cccc(NC(=O)CS(=O)(=O)c2cn(CC(=O)N3CCOCC3)c3ccccc23)c1 | · | · | -16.7
CC1Cc2ccccc2N1C(=O)CN(C)S(=O)(=O)c1cccc2cccnc12 (stereo not given) | -0.27 | -0.15 | ·
CCOC(=O)c1nnc(-c2ccc(C)cc2)nc1Sc1ccc(Cl)cc1 | 0.37 | 2.13 | ·
COCCNC(=O)C1CCC(=O)N(c2ccc(OC)cc2)C1c1ccc(OC)c(OC)c1 (stereo not given) | 1.06 | 1.12 | 19.4
O=C(Nc1cccnc1)c1cc(-c2cccs2)on1 | -0.97 | -0.78 | 18.2
COc1c(Cl)ccc(Cl)c1C(=O)NC(=O)N1CCOCC1 | 0.58 | 0.32 | ·
COc1ccc(/C=C/C2=CC(C)(C)NC(=S)N2)cc1OC | · | · | 0.0
CCN1CCN(C(c2ccccc2)c2nnnn2CCc2ccc(OC)c(OC)c2)CC1 (stereo not given) | -0.45 | -0.86 | 12.9
CC(=O)c1cccc(NC(=O)C2CCCN2S(=O)(=O)c2cccc3cccnc23)c1 (stereo not given) | 0.04 | -0.37 | ·
COc1ccc(CN2C(=O)/C(=C/c3ccc(-c4ccc(Cl)c(C(=O)O)c4)o3)SC2=S)cc1 | · | · | 0.0
c1ccc(Cn2ncc3c(N4CCOCC4)ncnc32)cc1 | 1.35 | 1.33 | 44.2
O=C(NCc1ccccn1)/C(=C/c1ccco1)NC(=O)c1ccccc1 | 0.52 | 0.1 | -50.0
O=C(COC(=O)/C=C/c1ccc(Cl)cc1Cl)Nc1cc(C(F)(F)F)ccc1N1CCOCC1 | 0.4 | 2.57 | 23.1
CCOc1ccc(-n2c(=S)sc3c(=O)[nH]c(SCC(=O)NCc4ccco4)nc32)cc1 | 2.03 | 2.24 | 42.9
CC1(C)CC(=O)C(C=NCC(O)c2ccccc2)=C(O)C1 (stereo not given) | -0.4 | -0.22 | ·
CCOC(=O)c1ccccc1NC(=O)c1ccc(Cl)c(S(=O)(=O)N2CCOCC2)c1 | · | · | 6.8
N=C(N)Cc1ccccc1Sc1ccccc1 | 0.05 | 0.12 | 15.4
COc1cccc(C(=O)Nc2cc(=O)n(C)c(=O)n2C)c1OC | 0.4 | -0.05 | ·
CCN1CCN(C(=O)c2ccc3c(=O)n(CCC4=CCCCC4)c(=O)[nH]c3c2)CC1 | 0.72 | 0.89 | 6.5
Cc1ccc(C)c(NC(=O)CSc2nnc([C@@H]3CCCN3C(=O)OC(C)(C)C)o2)c1 | 1.54 | 0.59 | -69.2
CCCCC(=O)NC(c1ccc(OC)c(OC)c1)c1c(O)ccc2ccccc12 (stereo not given) | -0.33 | -0.03 | -48.3
O=C(NCc1ccco1)c1ccccc1NS(=O)(=O)c1cccs1 | -0.11 | -0.41 | 21.1
CC(=O)O[C@H]1C2OC(=O)C(C)=C2[C@@H]2OC(=O)[C@]3(CCC4OC41C)OC23 (stereo not given in full) | -0.18 | -0.06 | 4.8
Cc1ccsc1C(=O)OCC(=O)NCC1CCCO1 (stereo not given) | 1.2 | 1.44 | -16.1
NC(=O)CSc1nnc(Cc2cccs2)n1C1CCCCC1 | 0.38 | -0.63 | -16.7

Given as labelled records: part of the list above
COc1ccc(CN2C(=O)/C(=C/c3ccc(-c4ccc(Cl)c(C(=O)O)c4)o3)SC2=S)cc1
- SDO1 yeast rescue = ·
- SDO1 yeast rescue Rescue 24 h = ·
- INS promoter inh = 0.0
CCN1CCN(C(c2ccccc2)c2nnnn2CCc2ccc(OC)c(OC)c2)CC1 (stereo not given)
- SDO1 yeast rescue = -0.45
- SDO1 yeast rescue Rescue 24 h = -0.86
- INS promoter inh = 12.9
CCOC(=O)c1nnc(-c2ccc(C)cc2)nc1Sc1ccc(Cl)cc1
- SDO1 yeast rescue = 0.37
- SDO1 yeast rescue Rescue 24 h = 2.13
- INS promoter inh = ·
CC1(C)CC(=O)C(C=NCC(O)c2ccccc2)=C(O)C1 (stereo not given)
- SDO1 yeast rescue = -0.4
- SDO1 yeast rescue Rescue 24 h = -0.22
- INS promoter inh = ·

Next part.
SMILES | SDO1 yeast rescue | SDO1 yeast rescue Rescue 24 h | INS promoter inh
NC(=O)CSc1nnc2n(-c3ccccc3)c(=O)c3c4c(sc3n12)CCCCC4 | 0.91 | 0.15 | -104.3
O=C1CC(N2CCN(Cc3ccc4c(c3)OCO4)CC2)C(=O)N1CCc1ccccc1 (stereo not given) | 0.43 | 0.58 | -78.8
O=C(CCC1CCCC1)Nc1ccon1 | 0.33 | -0.47 | 70.0
CCCc1cc(=O)n2[nH]c(NCc3ccccc3F)nc2n1 | -0.41 | -0.89 | ·
CCOC(=O)c1nnn(-c2nc(N3CCCC3)nc(N3CCCC3)n2)c1-c1ccccc1 | -0.35 | 0.04 | ·
CCCN1C(=O)c2ccc(C(=O)NCc3ccco3)cc2C1=O | 0.37 | -0.03 | 62.8
Cc1ccc(S(=O)(=O)Cc2nc3ccccc3c(=O)[nH]2)cc1 | 0.72 | 0.05 | 3.6
COc1ccc(C(=O)c2c[nH]cc2-c2ccccc2)cc1 | -0.25 | 0.62 | 0.0
O=C(Nc1cccc(Cl)c1)c1ccc(-n2cncn2)c([N+](=O)[O-])c1 | -0.46 | -0.76 | -6.5
CCN(c1ccccc1)S(=O)(=O)c1ccc2[nH]cc(C(=O)NCCOC)c(=O)c2c1 | -0.07 | -0.2 | -22.2
CCOP(=O)(OCC)C(NC(=O)Nc1c(C)cc(C)cc1C)c1ccccc1 (stereo not given) | · | · | -21.4
Cc1n[nH]c(=S)n1-c1cccc(Cl)c1 | 1.3 | 0.83 | 2.9
CC1CCCC(C)N1C(=O)Cn1c(SCC(=O)NCc2ccc3c(c2)OCO3)nc2ccccc21 (stereo not given) | -0.71 | -1.08 | ·
COc1cc(C(=O)OCC(=O)NC2CCS(=O)(=O)C2)c([N+](=O)[O-])cc1OC (stereo not given) | · | · | 64.3
Nc1ncnc(Sc2ccccc2)c1[N+](=O)[O-] | 1.49 | 0.85 | ·
Cc1cc(C)n(CC(O)COc2ccc(OCC(O)Cn3nc(C)cc3C)cc2)n1 (stereo not given) | · | · | -360.0
Cc1cccc(-n2ncc3c(N4CCCc5ccccc54)ncnc32)c1 | -1.27 | -1.48 | -15.5
CCOc1cc(/C=N/NC(=O)CSc2nnc(C)s2)ccc1OCc1ccccc1Cl | -0.35 | 0.32 | 10.2
COc1cccc(CN(C)CC(=O)Nc2cccc(S(N)(=O)=O)c2)c1OC | 0.31 | 0.12 | -14.3
CCSc1nnc(NC(=O)c2ccccc2C)s1 | · | · | 38.5
COC(=O)c1ccccc1NC(=O)CSc1nnc(CNS(=O)(=O)c2ccc(C)cc2)n1C | 0.62 | 0.44 | -6.5
COc1ccc(Cc2nnc(NC(=O)Cc3cccs3)s2)cc1OC | 0.66 | 1.55 | ·
O=C(O)c1ccccc1C(=O)c1ccc(Oc2ccccc2)cc1 | -0.64 | -1.69 | -21.4
CCCCOc1ccc(/C=C/C(=O)Nc2ccc(C(N)=O)cc2)cc1 | -0.66 | -0.32 | 2.6
S=c1[nH]cc(-c2ccccc2)n1-c1ccccc1Cl | 0.69 | 0.11 | 48.1
Next part.
SMILES | SDO1 yeast rescue | SDO1 yeast rescue Rescue 24 h | INS promoter inh
c1ccc(C(c2ccccc2)N2CCN(c3ccc4ccccc4n3)CC2)cc1 | -1.63 | 0.35 | 22.9
COC(=O)C1=C(C)N(CC(C)C)C(=O)/C1=C\c1cccs1 | -0.71 | -0.15 | 0.0
COCC(=O)Nc1cc(C(=O)Nc2ccccc2C)ccc1Cl | 0.58 | 0.24 | 19.2
CSc1nc(N(C)NC(=O)c2cccc(C)c2)c2ccccc2n1 | -1.69 | -1.62 | 11.1
Cc1ncc(N=Nc2ccc(F)cc2)c(-c2ccc(Cl)cc2)n1 | -0.08 | 2.29 | 35.7
Cc1nc2ccc(NC(=O)c3cc([N+](=O)[O-])cc([N+](=O)[O-])c3Cl)cc2s1 | -2.14 | -1.99 | ·
Cc1ccc(C2(C)NC(=O)N(CC(=O)NCCC3=CCCCC3)C2=O)cc1 (stereo not given) | 0.69 | 0.9 | -7.0
CC(=O)Nc1cccc(-c2nnc(SCc3ccccc3C#N)n2C)c1 | 1.21 | 0.81 | -56.2
CCC(Sc1ccccn1)C(=O)Nc1nnc(C)s1 (stereo not given) | 1.4 | 1.97 | -20.0
OC(COCC(F)(F)C(F)(F)C(F)(F)C(F)F)Cn1c2ccccc2c2ccccc21 (stereo not given) | -2.1 | -1.93 | -33.3
CC1CCN(C(=O)c2cc3ccccc3c(=O)o2)CC1 | 0.18 | -0.11 | 9.7
CCN(CC)C(=O)N1CCc2ccccc21 | · | · | -34.9
CC(=O)NCCCCCCNC(C)=O | 7.04 | 0.15 | 36.4
COC(=O)c1cccc(-n2nnnc2SCC(=O)Nc2cc(C)on2)c1 | -0.6 | -1.09 | 69.2
CC1(C)CC(=O)C(Sc2nnc(-c3ccc(NS(C)(=O)=O)cc3)n2Cc2ccco2)C(=O)C1 | 1.04 | -0.05 | 7.1
Nc1nc(F)nc2c1ncn2[C@@H]1O[C@H](CO)[C@@H](O)[C@@H]1O | -0.69 | -0.74 | 21.7
CC(=Nc1ccc(C)cc1)c1sc2ccccc2c1O | -0.34 | 0.22 | 26.3
Cc1cc(C)nc(NC(=NCc2ccc3c(c2)OCO3)NC(=O)Nc2ccccc2)n1 | -0.28 | -0.26 | 34.2
Cc1cc(NC(=O)CN2CCC(C)CC2)no1 | · | · | 0.0
Cc1ccc(N(CC(=O)NC2CCCCC2)C(=O)c2ccc(C)s2)cc1 | -1.14 | -1.66 | ·
COc1cccc(OC)c1C(=O)N1CC(C)OC(C)C1 (stereo not given) | -0.83 | -1.64 | -13.6
Cc1ccccc1C(=O)NNC(=O)c1ccc(Br)cc1 | · | · | 14.3
COc1cccc2c1OC1(C)CC2NC(=O)N1c1cccc(C(=O)N2CCN(c3ccccn3)CC2)c1 (stereo not given) | -0.36 | -1.01 | -13.8
O=C1c2cccnc2Oc2ccc(Cl)cc2N1Cc1ccc(F)cc1 | -0.24 | 0.22 | -9.4
Cc1ccc(C(=O)COC(=O)c2ccc3c(c2)C(=O)N(c2cccc4ncccc24)C3=O)cc1 | 1.92 | 2.79 | 17.2
Cc1ccc(SCc2nc(-c3cccnc3)no2)cc1 | -0.47 | 0.95 | 8.3

High-throughput results as filed in PubChem BioAssay.
